# GoLoco inh red = qHTS Assay for Inhibitors of RGS12 GoLoco Motif Activity (Red Fluorophore); Potency, µM (highest dose often 61.6 µM), for the others: top-dose activity, negative = inhibition, most hits filed as inhibitors; 230,000 compounds, 0.44% hits; Gai1:RGS12 GoLoco peptide FP, rhodamine, 10 min; Guanine nucleotide-binding protein G(i) subunit alpha-1 (Homo sapiens), P63096; AID 880, 2007; active means well fitted inhibition curve with a large enough effect, not every such curve was filed as active; inactive means no such curve, though single readings can be large or run the other way; further: nearly all actives have a fitted effect of over 30% in size; many of its hits are not listed in these tables
# RECQ1 inh = qHTS Assay for Inhibitors of RecQ-Like Dna Helicase 1 (RECQ1); ATP-dependent DNA helicase Q1 (Homo sapiens), P46063; RECQ1 DNA unwinding, red fluorescence kinetic read; Potency, µM (doses to about 57.3 µM), for inactives: at the top dose activity, negative = inhibition, most hits filed as inhibitors; 240,000 compounds, 0.54% hits; AID 2549, 2010;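 further: plate controls were vehicle for no effect and no enzyme for full effect; nearly all actives have a fitted effect of over 30% in size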
#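 50 nM RECQ1T1 preincubated 15 min with compound in Tris pH 8.0 buffer with MgCl2, DTT, Tween-20 and 2.5 ug/ml poly(dI-dC); started with 200 nM TAMRA/BHQ-2 forked duplex and 2 mM ATP. Unwinding read as fluorescence (525/598 nm), two reads 2 h apart.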
# TRb-SRC2 inh = qHTS for Inhibitors of the Interaction of Thyroid Hormone Receptor and Steroid Receptor Coregulator 2; Potency, µM (series often up to 106 µM), inactives show at the top dose activity change, negative = inhibition, usual class: inhibitors; AID 1469, 2008; 280,000 compounds, 0.065% hits; TRbeta-SRC2 peptide binding, fluorescence polarization; receptor liganded with 1 µM T3; Thyroid hormone receptor beta (Homo sapiens), P10828;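 further: plate controls were bound peptide for no effect and peptide without receptor for full effect; nearly all actives have a fitted effect of over 50% in size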
#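 Fluorescence polarization of 20 nM Texas Red SRC2 peptide (20-aa NR interaction domain) bound to 0.6 uM human TRb ligand-binding domain, with 1 uM T3, after 5 hr at ambient temperature; inhibition seen as decreased polarization.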
# KDM4E inh = qHTS Assay for Inhibitors of Human Jumonji Domain Containing 2E (JMJD2E) | Lysine-specific demethylase 4E (Homo sapiens), B2RXH2 | JMJD2E catalytic domain, FDH-coupled NADH fluorescence (FDH is formaldehyde dehydrogenase) | Potency, µM (series often up to 57.1 µM), inactives show at the top dose activity change, negative = inhibition, usual class: inhibitors | 230,000 compounds, 1.6% hits; active means well fitted inhibition curve with a large enough effect, not every such curve was filed as active; inconclusive means small, poorly fitted or top-dose-only effect, or another doubt; inactive means no such curve, though single readings can be large or run the other way;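 further: 0% = wells with enzyme and -100% = buffer wells without enzyme; nearly all actives have a fitted effect of over 50% in size; many of its hits are not listed in these tables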
# Tau ThT inhib = qHTS for Inhibitors of Tau Fibril Formation, Thioflavin T Binding; Microtubule-associated protein tau (Homo sapiens), P10636; AID 1460, 2008; 270,000 compounds, 2.1% hits; recombinant tau K18 P301L (four-repeat tau fragment), heparin-induced fibrillization, ThT fluorescence; Potency, µM (series often up to 57.4 µM), inactives show at the top dose activity, negative = inhibition, actives largely listed as inhibitors; further: nearly all actives have a fitted effect of over 55% in size
# Target sequence (P10636 561-689 P618L limits assumed): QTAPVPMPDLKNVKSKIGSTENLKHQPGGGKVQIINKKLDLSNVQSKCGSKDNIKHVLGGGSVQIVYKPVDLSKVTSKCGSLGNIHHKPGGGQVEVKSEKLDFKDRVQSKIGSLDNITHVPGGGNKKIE
#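 Recombinant human tau K18 fragment […] carrying P301L, 15 uM unlabeled plus 0.24 uM Alexa 594-labeled, was fibrillized with 20 uM heparin in 100 mM sodium acetate pH 7 for 6 hr at 37 C; 30 uM ThT fluorescence read after 1 hr.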
# TexasRed fluor = Total Fluorescence Counterscreen for Inhibitors of the Interaction of Thyroid Hormone Receptor and Steroid Receptor Coregulator 2; TRb/SRC2 Texas Red total fluorescence interference; 280,000 compounds, 0.29% hits; Potency, µM (doses to about 106 µM), for the others: top-dose fluorescence change, negative = quenching; active means well fitted curve in either direction with a large enough effect; inconclusive means small, poorly fitted or top-dose-only effect
#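 Flags fluorescent or light-absorbing compounds by total fluorescence, S + 2P, at 555 nm excitation and 632 nm emission. Mixture: 20 nM Texas Red SRC2 peptide, 0.6 uM human TRb LBD, 1 uM T3, 5% DMSO; compound exposure 5 h at ambient temperature.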
# L3MBTL1 block = qHTS Assay for the Inhibitors of L3MBTL1 | Lethal(3)malignant brain tumor-like protein 1 (Homo sapiens), Q9Y468 | AlphaScreen L3MBTL1–H3K9me1 peptide binding | Potency, µM (titrated, usually from 57.1 µM), without a hit: at the top dose activity, negative = inhibition, usual class: inhibitors | 230,000 compounds, 0.66% hits; further: nearly all actives have a fitted effect of over 60% in size
# Target sequence (Q9Y468 whole entry, looked up): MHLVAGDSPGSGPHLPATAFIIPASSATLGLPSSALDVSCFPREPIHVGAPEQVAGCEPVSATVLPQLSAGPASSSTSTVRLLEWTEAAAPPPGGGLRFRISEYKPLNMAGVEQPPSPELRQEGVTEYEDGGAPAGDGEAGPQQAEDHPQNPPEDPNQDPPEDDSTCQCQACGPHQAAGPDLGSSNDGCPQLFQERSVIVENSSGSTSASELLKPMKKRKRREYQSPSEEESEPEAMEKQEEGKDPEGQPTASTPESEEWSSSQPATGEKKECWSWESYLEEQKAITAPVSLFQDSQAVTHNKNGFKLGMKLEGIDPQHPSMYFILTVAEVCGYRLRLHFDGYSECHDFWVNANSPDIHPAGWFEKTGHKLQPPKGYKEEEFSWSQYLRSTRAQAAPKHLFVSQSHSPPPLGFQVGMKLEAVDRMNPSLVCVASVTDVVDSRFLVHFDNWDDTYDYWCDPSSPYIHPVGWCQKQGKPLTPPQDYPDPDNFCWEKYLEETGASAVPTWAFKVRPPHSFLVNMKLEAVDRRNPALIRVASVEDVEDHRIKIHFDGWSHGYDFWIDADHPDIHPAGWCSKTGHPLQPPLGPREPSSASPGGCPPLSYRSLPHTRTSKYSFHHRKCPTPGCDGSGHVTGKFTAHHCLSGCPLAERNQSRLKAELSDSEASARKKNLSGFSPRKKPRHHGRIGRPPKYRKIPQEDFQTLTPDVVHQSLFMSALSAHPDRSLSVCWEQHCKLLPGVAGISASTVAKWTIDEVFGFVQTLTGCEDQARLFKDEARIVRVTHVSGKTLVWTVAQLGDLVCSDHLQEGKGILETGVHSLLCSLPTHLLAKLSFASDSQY
#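 Displacement of a biotinylated histone H3(1-15) peptide monomethylated at Lys9 (75 nM) from L3MBTL1 (50 nM) was measured by AlphaScreen after a 30 min room-temperature compound incubation; cefsulodin titration served as intraplate control.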
# Tau FP inhib = qHTS for Inhibitors of Tau Fibril Formation, Fluorescence Polarization; Microtubule-associated protein tau (Homo sapiens), P10636; K18 P301L tau heparin fibrillization, Alexa594 FP, 6 h; Potency, µM (titrated, usually from 57.7 µM), inactives show at the top dose activity, negative = inhibition, hits mostly inhibitors; 280,000 compounds, 0.39% hits; further: nearly all actives have a fitted effect of over 55% in size
#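 Steps: dispense K18 P301L tau (15 uM plus 0.24 uM Alexa 594 tracer, final) in pH 7 sodium acetate; add compound; add heparin (20 uM final); incubate 6 hr, 37 C; add ThT (30 uM final); after 1 hr ambient, read FP.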
# * marks the source's active call; other numbers are inactive results; i = inactive; ? = inconclusive; · = not tested or not shown; [ ] = dose if it differs, or a comment. Unless noted, the call rests on the fitted dose curve; in most records, active means well fitted curve in the direction sought with a large enough effect; inconclusive means small, poorly fitted or top-dose-only effect, or another doubt; inactive means no such curve, though single readings can be large; an effect the other way counts as inactive or inconclusive. Unless noted, on the % scale 0 is the no-effect control and ±100 the full control effect; potency means the concentration at half of the fitted maximal effect. This is a subset. The share of hits here may be higher or lower than overall.
SMILES,GoLoco inh red,RECQ1 inh,TRb-SRC2 inh,KDM4E inh,Tau ThT inhib,TexasRed fluor,L3MBTL1 block,Tau FP inhib
O=C(C1CC1)N1CCc2cc(Br)cc(S(=O)(=O)Nc3ccc(C(F)(F)F)cc3)c21,·,·,11%,·,-5%,-2%,·,-13%
C/C(=C\CO)CCO,0%,-12%,14%,-6%,3%,-4%,·,-10%
CCOC(=O)c1[nH]c2ccc(Br)cc2c1NC(=O)CCN1CCN(C(=O)OCC)CC1,-38%,i,-17%,?,-18%,3%,-4%,-6%
COc1ccccc1CCNS(=O)(=O)c1cn(C)c(=O)n(C)c1=O,-2%,-7%,-4%,-1%,·,1%,·,2%
CCOCCCNC(=O)c1ccc2nc(CCc3ccccc3)oc2c1,·,·,5%,·,?,3%,·,-1%
CCN(CC)S(=O)(=O)c1ccc(C)c(NC(=O)COc2ccc(Cl)cc2Br)c1,-22%,-7%,-4%,8%,-8%,0%,2%,-10%
CCCCn1c(=O)c(CCC(=O)OC(C)C(=O)Nc2cccc(Cl)c2Cl)nc2ccccc21 (stereo not given),·,-2%,-5%,-9%,2%,1%,-14%,7%
Cn1cnc2cc(NC(=O)c3ccco3)ccc21,10%,-1%,-1%,-5%,-14%,-3%,·,-2%
Cc1sc2nc(COC(=O)CNC(=O)c3ccc(C(C)(C)C)cc3)[nH]c(=O)c2c1C,14%,-10%,7%,-6%,?,0%,-7%,12%
CC1CCN(S(=O)(=O)c2cc(C(=O)N3CCN(c4cccc(Cl)c4)CC3)n(C)c2)CC1,·,·,0%,·,-8%,-7%,·,5%
CC(C)c1ccc(NC(=O)c2cccc3c2C(=O)N(C2CCCCC2)C3)cc1,·,·,-4%,·,-17%,1%,·,-8%
O=C(Nc1cccc(C(F)(F)F)c1)c1cc(-c2cccs2)on1,7%,-16%,-6%,-6%,?,-5%,8%,-4%
CC(NC(=O)c1ccccc1NC(=O)CSc1nnnn1C)c1ccccc1 (stereo not given),-4%,i,-2%,2%,-4%,6%,·,?
O=C(Nc1ccccc1C(F)(F)F)c1cccnc1,4%,i,-11%,9%,0%,2%,8%,2%
COc1ccc(/C=N/NC(=O)CCNc2n[nH]c(=O)[nH]c2=O)c(OC)c1,7%,-11%,-4%,-6%,-10%,0%,·,-4%
Brc1ccc(C2=CSC3=NCCN23)cc1,7%,i,-2%,-17%,-15%,3%,-15%,0%
CCOC(=O)c1sc(NC(=O)CSc2nc3ccccc3o2)c(C(=O)OCC)c1C,8%,-4%,-5%,2%,-4%,-1%,15%,-1%
CCO/C=C1\N=C(c2ccc(F)cc2)OC1=O,-6%,-1%,0%,7%,-7%,5%,-4%,-4%
COc1cc(OC)c(NC(=O)C(C)n2nc(-c3ccc(C)c(C)c3)ccc2=O)cc1Cl (stereo not given),·,·,-4%,·,?,-10%,·,14%
NC(=O)CSc1oc(-c2ccco2)nc1S(=O)(=O)c1ccc(Cl)cc1,·,·,-1%,·,?,1%,·,?
O=C1CCCC/C1=C/Nc1ccc2c(c1)OCO2,-7%,-4%,-18%,-23%,?,3%,-2%,-6%
COc1ccc(OC)c(NC(=O)Cc2coc3ccc(C(C)C)cc23)c1,·,·,-6%,·,?,?,·,-5%
CC(C)CN(CCNC(=O)c1cn(C)c2ccc(S(=O)(=O)N3CCOCC3)cc2c1=O)CC(C)C,·,·,-2%,·,-8%,1%,·,-17%
O=C(O)C1CC(O)CN1C(=O)c1ccco1 (stereo not given),1%,-2%,-5%,1%,-16%,1%,-3%,-2%
CCOc1ccc(NC(=S)N(CC)Cc2ccccc2)cc1,6%,-8%,10%,0%,?,-1%,·,5%
# Continuation:
SMILES,GoLoco inh red,RECQ1 inh,TRb-SRC2 inh,KDM4E inh,Tau ThT inhib,TexasRed fluor,L3MBTL1 block,Tau FP inhib
Cc1ccc(NNC2CC(=O)N(c3cccc(Cl)c3)C2=O)cc1 (stereo not given),10%,i,-10%,?,?,-2%,?,0%
Cn1c(=O)nc2n(Cc3ccccc3)c3cccc(Cl)c3cc-2c1=O,3%,1%,-11%,?,-13%,1%,5%,14%
Cn1nc(C(=O)N2CCN(c3cccc(Cl)c3)CC2)c2c1-c1ccccc1S(=O)(=O)C2,·,·,-2%,·,0%,4%,·,-8%
Clc1ccc(-c2cc(COc3ccccc3)on2)cc1,-20%,2%,-7%,-2%,-12%,-3%,-19%,-11%
Cc1c(NC2(C#N)CCCCC2)c(=O)n(-c2ccccc2)n1C,13%,6%,-5%,-17%,-12%,-2%,-2%,0%
COC(=O)c1cc2occc2n1Cc1nc(-c2ccccc2)oc1C,·,·,1%,·,0%,7%,·,-10%
CN(C)c1nc(NC(C)(C)C)nc(SCC(=O)Nc2ccccc2)n1,9%,-10%,-1%,-7%,-4%,-2%,-2%,5%
CCCCNC(=S)N/N=C1\C(=O)c2cccc3cccc1c23,-2%,i,-6%,12%,-14%,-3%,·,0%
COCCOC(=O)c1c(NC(=O)CN2CCCc3ccccc32)sc(C(N)=O)c1C,·,-1%,1%,-2%,-12%,-1%,-5%,1%
COc1cccc(NC(=O)CSc2nnc(COc3ccc(Cl)cc3)o2)c1,·,·,9%,·,?,-1%,·,14%
O=C1CC(c2ccccc2)n2nc(N3C(=O)CCC3=O)nc2N1 (stereo not given),-2%,i,0%,11%,-10%,3%,-8%,2%
Cc1cccc(N2CCN(C(=S)Nc3ccc4nc5n(c(=O)c4c3)CCCCC5)CC2)c1C,2%,i,-7%,-1%,-10%,0%,51%[activator],2%
CCOC(=O)c1nc(NCc2cccnc2)c2ccccc2n1,0%,-7%,-10%,-5%,-2%,-1%,6%,-4%
COc1ccc(C(=O)Nc2ccc(OC)c(OC)c2)cc1,-2%,-2%,0%,13%,-21%,-5%,5%,-1%
O=C(CSc1n[nH]c(=O)[nH]c1=O)c1ccccc1,14%,7%,-2%,2%,-11%,-4%,6%,3%
CCOC(=O)C1C(c2ccc(O)c(O)c2)NC(=S)NC1(O)C(F)(F)F (stereo not given),-1%,2%,0%,2%,6%,-2%,-1%,-1%
C/C(Cl)=C\Cn1c(N2CCCCCC2)nc2c1c(=O)n(C)c(=O)n2C,6%,i,-1%,0%,-4%,0%,·,8%
CCOc1ccc(CN2CCN(Cc3[nH]c4ccc(OC)cc4c3C)CC2CCO)cc1 (stereo not given),13%,i,1%,-17%,-11%,-3%,-14%,?
CCOc1cc(CNc2ccc(N(C)C)cc2)cc(Br)c1OCC(=O)NC(C)(C)C,-14%,-15%,40µM*,?,7.9µM*,45µM*[fluorescent],?,16µM*
COc1ccc(CNC(=O)Cc2csc3nc(-c4ccc(C)cc4)cn23)cc1,·,·,3%,·,-2%,-2%,·,3%
COc1ccccc1NC(=O)c1cc2c([nH]c1=O)CC(C)(C)CC2=O,·,·,1%,·,5%,-9%,·,-4%
CN(CC(=O)Nc1sccc1C#N)Cc1ccccc1,143%[activator],-1%,0%,1%,2%,-2%,-14%,-1%
CC1(C)CC(=O)C2=C(C1)Nc1[nH]c(=S)[nH]c(=O)c1C2c1ccccc1 (stereo not given),-22%,-5%,-5%,?,-16%,-1%,-4%,-3%
COc1ccc(-c2nc(Cn3c(SCc4cccc(C(F)(F)F)c4)nc4cccnc43)c(C)o2)cc1OC,·,·,-3%,·,?,-1%,·,8%
CCCCn1c(SCC(=O)NCCc2ccc(OC)c(OC)c2)nc2c1c(=O)n(C)c(=O)n2C,1%,i,-11%,6%,-4%,1%,8%,-6%
# (continued)
SMILES,GoLoco inh red,RECQ1 inh,TRb-SRC2 inh,KDM4E inh,Tau ThT inhib,TexasRed fluor,L3MBTL1 block,Tau FP inhib
COC(=O)[C@H]1[C@H]2C[C@@H]3c4[nH]c5cc(OC)ccc5c4CCN3C[C@H]2C[C@@H](OC(=O)c2ccc(N)cc2)[C@@H]1OC,103%[activator],5%,1%,?,14µM*,8%,·,-4%
CCOc1cc(-c2c(C)c(CC)nc(N)c2C#N)ccc1O,3%,-4%,3%,1%,9%,-2%,1%,2%
Cn1c(Cl)c(/C=N/OC(=O)c2ccc(Cl)cc2)c2ccccc21,-4%,-4%,1%,4%,?,1%,5%,-23%
Cc1ccc(C(=O)C2=C(O)C(=O)N(CCCN3CCOCC3)C23C(=O)N(C)c2ccccc23)o1 (stereo not given),-5%,i,2%,-4%,-4%,-8%,0%,2%
O=C(CCN1C(=O)c2cccc3cccc(c23)C1=O)NCC1CCCO1 (stereo not given),-2%,14%,0%,?,-5%,-2%,·,4%
N#Cc1c(-c2ccccc2Cl)cc(C2CC2)nc1N,·,-8%,8%,-8%,-1%,1%,6%,3%
O=C(NN=C1C2CC3CC1CC(Cl)(C3)C2)c1cccs1,4%,-3%,3%,-7%,8%,3%,·,0%
Cn1nc(-c2ccccc2)c(-c2nc(-c3cccc(Cl)c3)no2)c1Cl,2%,-1%,6%,-2%,-15%,1%,·,-19%
CC(=O)Nc1ccccc1NS(=O)(=O)c1ccccc1[N+](=O)[O-],-3%,-15%,0%,6%,-6%,-4%,16%,1%
O=C(CCCCn1c(=S)[nH]c2ccsc2c1=O)NCc1ccc2c(c1)OCO2,10%,-12%,2%,3%,0%,-1%,14%,1%
CCN(CC)c1ccc(N/C(N)=N/c2nc(C(F)(F)F)cc(=O)[nH]2)cc1,-1%,-5%,-10%,-7%,-15%,-1%,·,12%
COC(=O)C(C(=O)OC)[C@@H](NC=O)c1ccccc1,-5%,4%,2%,6%,0%,1%,·,3%
